High-throughput results as filed in PubChem.
PRC2 inh – inhibitors of human EZH2/PRC2 methyltransferase | Q15910 | 57,000 compounds, 0.35% hits | PRC2 H3K27 methylation, DELFIA TRF, 1 h | inhibition, % at 12.5 µM;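 active = mean inhibition of replicates at least 50% and every single replicate also reaching 50%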;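 also: dimethyl H3K27 on biotinylated H3 21-44 peptide detected by antibody; plate controls were median neutral control wells for no effect and median positive control wells for full effect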
IDH1 mut inh – IDH1 R132H (human) inhibition | O75874 | 70,000 compounds, 0.18% hits | AID 624101 | inhibition, % at 10 µM | IDH1 R132H reductase, diaphorase/resazurin fluorescence, 60 min; in the data active = inhibition above about 34%;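 also: 0% = DMSO and 100% = no enzyme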
Target sequence (O75874 whole entry R132H): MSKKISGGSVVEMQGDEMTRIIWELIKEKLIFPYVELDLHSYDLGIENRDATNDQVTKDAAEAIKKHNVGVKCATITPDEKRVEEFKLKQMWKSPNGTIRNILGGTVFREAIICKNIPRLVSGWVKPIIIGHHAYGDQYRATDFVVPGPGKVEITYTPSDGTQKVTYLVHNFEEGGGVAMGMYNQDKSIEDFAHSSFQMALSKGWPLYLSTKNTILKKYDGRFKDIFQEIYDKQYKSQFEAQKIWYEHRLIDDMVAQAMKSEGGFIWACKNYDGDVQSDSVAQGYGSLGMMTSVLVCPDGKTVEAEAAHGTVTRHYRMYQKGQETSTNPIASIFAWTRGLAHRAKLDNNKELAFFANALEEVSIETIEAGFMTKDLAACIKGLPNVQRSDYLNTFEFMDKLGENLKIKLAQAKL
Active calls of the source: *; . = not tested or not shown. Some of the compounds tested. The share of hits here may be higher or lower than overall.

SMILES	PRC2 inh	IDH1 mut inh
C[C@@H]1CCCCO[C@H](CN(C)S(=O)(=O)c2ccc(F)cc2)[C@H](C)CN([C@@H](C)CO)C(=O)c2cc(NC(=O)Nc3ccccc3)ccc2O1	.	-0.2
Cc1ccc(S(=O)(=O)N(C)C[C@@H]2Oc3ccc(NC(=O)CCCN(C)C)cc3C(=O)N([C@@H](C)CO)C[C@H]2C)cc1	-12	.
Cc1ccc(N(C(C)C(=O)Nc2ccc(I)cc2)S(C)(=O)=O)cc1 (centres undefined)	.	0.0
COc1ccc(NC(=O)Nc2ccc3c(c2)C(=O)N([C@H](C)CO)C[C@H](C)[C@@H](CN(C)Cc2ccccc2)O3)cc1	1	.
C[C@@H]1CN([C@@H](C)CO)C(=O)c2cc(NC(=O)Cc3ccccc3)ccc2O[C@@H]1CN(C)C(=O)NC1CCCCC1	-3	-3.3
C[C@@H]1CN([C@@H](C)CO)C(=O)c2cc(NC(=O)C3CC3)ccc2O[C@@H]1CN(C)Cc1ccc(Oc2ccccc2)cc1	-4	-0.6
COc1ccc(NC(=O)N(C)C[C@@H]2Oc3ncc(C4=CCCC4)cc3C(=O)N([C@H](C)CO)C[C@H]2C)cc1	6	-0.8
COc1ccc(-c2cc(=O)c3ccccc3o2)cc1	9	-0.2
CC(C)NC(=O)Nc1ccc2c(c1)C(=O)N([C@@H](C)CO)C[C@H](C)[C@@H](CN(C)CC1CCCCC1)OCCCC[C@@H](C)O2	.	1.8
CO[C@H]1CN(C)C(=O)c2cc(NS(C)(=O)=O)ccc2OC[C@@H](C)N(C(=O)CC2CC2)C[C@@H]1C	1	0.0
CO[C@H](CN(C)C(=O)C1CCOCC1)[C@@H](C)CN([C@H](C)CO)S(=O)(=O)c1ccccc1	-10	0.1
COc1cccc(S(=O)(=O)Nc2ccc3c(c2)OC[C@@H](C)N(Cc2ccccc2F)C[C@@H](C)[C@@H](OC)CN(C)C3=O)c1	21	-0.1
CS(=O)(=O)N(CC(=O)Nc1ccccc1C(=O)N1CCOCC1)c1cccc(Cl)c1Cl	13	0.1
C[C@@H]1CN([C@H](C)CO)C(=O)Cc2cc(NC(=O)Cc3cn(C)c4ccccc34)ccc2O[C@H]1CN(C)Cc1ccc(C(F)(F)F)cc1	.	-1.7
Cc1ccc(S(=O)(=O)N(C)C[C@@H]2Oc3ccc(NS(=O)(=O)c4cn(C)cn4)cc3C(=O)N([C@@H](C)CO)C[C@@H]2C)cc1	.	-1.1
C[C@@H]1CN([C@@H](C)CO)C(=O)c2cccc(NC(=O)Nc3ccccc3)c2O[C@H]1CN(C)Cc1ccccc1	-2	0.1
C[C@H](CO)N1C[C@H](C)[C@H](CN(C)Cc2cncnc2)Oc2ncc(C#CC3CCCCC3)cc2C1=O	4	-0.4
CO[C@@H]1CN(C)C(=O)c2cc(NC(C)=O)ccc2OC[C@H](C)N(C(=O)Cc2cccnc2)C[C@@H]1C	3	0.2
O[C@@H](Cc1ccccc1)[C@@H](/C=C/C1CC1)N(CC#Cc1ccccc1)Cc1ccccc1Br	7	.
COc1ccc(S(=O)(=O)Nc2ccc3c(c2)C(=O)N([C@H](C)CO)C[C@@H](C)[C@H](CN(C)S(=O)(=O)c2ccccc2)OCCCC[C@H](C)O3)cc1	.	-3.7
Cc1noc(C)c1S(=O)(=O)N(C)C[C@H]1Oc2ccc(NC(=O)Nc3ccc(C(F)(F)F)cc3)cc2CC(=O)N([C@@H](C)CO)C[C@H]1C	.	1.0
C[C@@H]1CN([C@@H](C)CO)C(=O)c2cc(NC(=O)Cc3cn(C)c4ccccc34)ccc2O[C@H]1CN(C)C(=O)Nc1ccccc1	6	-19
CC(C)NC(=O)N(C)C[C@H]1Oc2ccc(NC(=O)Cc3cn(C)c4ccccc34)cc2C(=O)N([C@@H](C)CO)C[C@@H]1C	21	-1.1
C[C@@H]1CN([C@@H](C)CO)C(=O)Cc2cc(NS(=O)(=O)c3ccc(Cl)cc3)ccc2O[C@@H]1CN(C)Cc1ccc(C(=O)Nc2ccccc2N)cc1	-13	0.3
Cc1cc(C)nc(N(C#N)CC(=O)N2c3ccccc3CCc3ccccc32)n1	-7	1.9
COC(=O)CSc1nnc(-c2sc3ccccc3c2Cl)n1-c1ccc(OC)cc1	34	-0.4
C[C@@H]1CN([C@H](C)CO)C(=O)c2cc(NC(=O)CCCCCC(=O)Nc3ccccc3N)ccc2O[C@@H]1CN(C)C(=O)NC1CCCCC1	-17	0.0
C[C@@H]1CN([C@@H](C)CO)C(=O)c2cc(NC(=O)c3ccncc3)ccc2O[C@@H](C)CCCCO[C@@H]1CN(C)C(=O)Nc1ccc(C(F)(F)F)cc1	.	-1.0
C[C@@H]1CN([C@H](C)CO)C(=O)c2cccc(NS(=O)(=O)c3ccc(F)cc3)c2O[C@H]1CN(C)Cc1ccc(C(=O)O)cc1	.	-1.1
CO[C@@H]1CN(C)C(=O)c2ccc(NS(C)(=O)=O)cc2OC[C@@H](C)N(Cc2ccccn2)C[C@@H]1C	-1	.
CO[C@H]1CN(C)C(=O)c2cc(NC(=O)c3ccc(F)cc3)ccc2OC[C@H](C)N(C(=O)CN(C)C)C[C@@H]1C	-3	-0.1
Cc1nc(S(=O)(=O)NC2CCN(Cc3ccc(OCCO)cc3)CC2)cn1C	-4	0.3
CC(C)NC(=O)Nc1ccc2c(c1)CC(=O)N([C@H](C)CO)C[C@@H](C)[C@H](CN(C)C(=O)Nc1cccc3ccccc13)O2	6	-0.3
C[C@H]1CN([C@@H](C)CO)C(=O)c2cc(NS(=O)(=O)c3cn(C)cn3)ccc2O[C@H]1CN(C)C(=O)Nc1ccccc1	.	0.5
CC(C)NC(=O)NCC[C@@H]1CC[C@@H](NC(=O)CCN2CCCCC2)[C@H](CO)O1	-4	-0.1
O=C(NO)c1ccc(C(=O)N/N=C/c2ccc(CO)o2)cc1	-5	.
CN(C)CC(=O)N[C@H]1CC[C@@H](CCNC(=O)C2CCC2)O[C@H]1CO	-3	0.3
O=C(Nc1ccc(Cl)cc1)N[C@@H]1CC[C@H](CCNS(=O)(=O)c2ccccc2F)O[C@H]1CO	3	0.0
C[C@H]1CN([C@@H](C)CO)C(=O)c2cc(-c3ccc(F)cc3)cnc2O[C@H]1CN(C)C(=O)c1cccnc1	6	-1.4
Cc1ccc(S(=O)(=O)N(C)C[C@@H]2Oc3ccc(NS(=O)(=O)c4cn(C)cn4)cc3CC(=O)N([C@H](C)CO)C[C@@H]2C)cc1	.	3.4
Cc1ccc(S(=O)(=O)N(C)C[C@H]2Oc3ccc(NC(=O)Nc4cccc5ccccc45)cc3CC(=O)N([C@H](C)CO)C[C@@H]2C)cc1	.	-1.3
C[C@H]1CN([C@@H](C)CO)C(=O)CCCn2nncc2CO[C@@H]1CN(C)C(=O)Nc1ccc2c(c1)OCCO2	2	.
O=C(N[C@@H]1CC[C@H](CCn2cc(C3CCCCC3)nn2)O[C@@H]1CO)c1cccnc1	-3	-0.2
C[C@H](CO)N1C[C@H](C)[C@@H](CN(C)Cc2ccc(C(=O)O)cc2)Oc2c(NC(=O)c3ccc(-c4nccs4)cc3)cccc2C1=O	.	0.0
O=C(C[C@@H]1C=C[C@H](NC(=O)Nc2cccc(F)c2)[C@H](CO)O1)NCC1CCCCC1	3	-0.2
Cc1cc(NC(=O)CSc2nnc(-c3ccccc3Cl)n2C)ccc1Br	5	0.2
CO[C@@H]1CN(C)C(=O)c2ccc(NS(=O)(=O)c3ccc(C)cc3)cc2OC[C@@H](C)N(C)C[C@H]1C	-2	-0.1
O=C(CCCCCCC(=O)Nc1ccccc1O)N/N=C/c1ccc(-c2ccccc2)cc1	35	.
COCC(=O)Nc1ccc2c(c1)C(=O)N(C)C[C@H](OC)[C@H](C)CN(C(=O)c1ccccc1F)[C@@H](C)CO2	8	0.3
Cc1ccc(S(=O)(=O)N(C)C[C@@H]2Oc3c(NC(=O)C4CCCCC4)cccc3C(=O)N([C@H](C)CO)C[C@@H]2C)cc1	-2	.
COc1ccc(CN(C)C[C@H]2OCc3cnnn3CCCC(=O)N([C@H](C)CO)C[C@@H]2C)cc1	5	0.8
C[C@@H]1CN([C@@H](C)CO)C(=O)Cc2cc(NC(=O)Cc3ccccc3)ccc2O[C@H]1CN(C)S(=O)(=O)c1cn(C)cn1	.	-1.6
O=C(CSc1nnnn1-c1ccccc1)Nc1cc(Cl)cc(Cl)c1	.	0.1
O=C(C[C@H]1C=C[C@@H](NC(=O)Nc2cc(F)ccc2F)[C@@H](CO)O1)NCCCN1CCOCC1	4	0.0
O=C(O)CCC(=O)Nc1ccc(Br)c2cccnc12	-2	0.8
C[C@@H]1CN([C@@H](C)CO)C(=O)c2cccc(NC(=O)C3CCOCC3)c2O[C@@H]1CN(C)S(C)(=O)=O	1	0.0
C[C@@H]1CN([C@@H](C)CO)S(=O)(=O)c2ccc(-c3ccc(F)cc3)cc2O[C@H]1CN(C)C(=O)c1ccccc1F	-11	.
CC(=O)N(C)C[C@@H]1Oc2ncc(C3=CCCC3)cc2C(=O)N([C@H](C)CO)C[C@@H]1C	-8	-0.1
O=C(Cc1ccncc1)Nc1ccc2c(c1)[C@@H]1C[C@@H](CC(=O)N3CCCCC3)O[C@H](CO)[C@@H]1O2	25	-0.3
CCCNC(=O)N[C@@H]1CC[C@@H](CCn2cc(-c3cccc(F)c3)nn2)O[C@H]1CO	-10	-0.3

More compounds follow:
SMILES	PRC2 inh	IDH1 mut inh
O=S(=O)(N[C@H]1CC[C@H](CCn2cc(C3(O)CCCC3)nn2)O[C@H]1CO)c1ccc(F)cc1	3	0.1
C[C@@H]1CN([C@H](C)CO)C(=O)c2cc(-c3ccccc3)cnc2O[C@H]1CN(C)C(=O)Nc1ccccc1F	4	-2.6
CNC[C@H]1Oc2c(NC(=O)Nc3ccc(F)cc3)cccc2C(=O)N([C@H](C)CO)C[C@@H]1C	.	-0.1
CC(C)C[C@H]1C(=O)N2CCC[C@H]2[C@]2(O)O[C@](NC(=O)[C@@H]3C=C4c5cccc6[nH]c(Br)c(c56)CC4N(C)C3)(C(C)C)C(=O)N12 (some centres undefined)	.	1.0
CCCNC(=O)N(C)C[C@@H]1Oc2ncc(-c3ccncc3)cc2C(=O)N([C@@H](C)CO)C[C@H]1C	-2	-2.6
COc1cc(OC)c(C(=O)CCCN2CCCC2)c(OC)c1	8	0.0
C[C@@H]1CN([C@H](C)CO)C(=O)c2cc(-c3cccnc3)cnc2O[C@H]1CN(C)C(=O)C1CCOCC1	13	.
COc1ccc(-c2cn(CC[C@H]3CC[C@@H](NC(=O)CCN4CCCCC4)[C@@H](CO)O3)nn2)cc1	-4	-0.3
CC(C)NC(=O)Nc1ccc2c(c1)C(=O)N([C@@H](C)CO)C[C@@H](C)[C@@H](CN(C)Cc1ccncc1)OCCCC[C@@H](C)O2	-14	.
CO[C@@H]1CN(C)C(=O)c2cc(NC(=O)Nc3ccccc3F)ccc2OC[C@@H](C)N(C(C)=O)C[C@H]1C	7	0.3
C[C@@H]1CN([C@H](C)CO)C(=O)c2cc(-c3cccc(C#N)c3)cnc2O[C@H]1CN(C)Cc1ccc(F)cc1	-6	-0.4
CC(C)NC(=O)Nc1cccc2c1O[C@@H](CN(C)C(=O)Nc1ccccc1)[C@@H](C)CN([C@@H](C)CO)C2=O	9	.

Random excerpt: 4 entries already listed.
SMILES	PRC2 inh	IDH1 mut inh
C[C@@H]1CN([C@H](C)CO)C(=O)c2cc(-c3cccnc3)cnc2O[C@H]1CN(C)C(=O)C1CCOCC1	13	.
COc1ccc(-c2cn(CC[C@H]3CC[C@@H](NC(=O)CCN4CCCCC4)[C@@H](CO)O3)nn2)cc1	-4	-0.3
C[C@@H]1CN([C@H](C)CO)C(=O)c2cc(-c3cccc(C#N)c3)cnc2O[C@H]1CN(C)Cc1ccc(F)cc1	-6	-0.4
O=S(=O)(N[C@H]1CC[C@H](CCn2cc(C3(O)CCCC3)nn2)O[C@H]1CO)c1ccc(F)cc1	3	0.1

Ordered by formula weight (high to low): five of the compounds above
SMILES	PRC2 inh	IDH1 mut inh
C[C@@H]1CN([C@@H](C)CO)C(=O)c2cc(NC(=O)c3ccncc3)ccc2O[C@@H](C)CCCCO[C@@H]1CN(C)C(=O)Nc1ccc(C(F)(F)F)cc1	.	-1.0
CS(=O)(=O)N(CC(=O)Nc1ccccc1C(=O)N1CCOCC1)c1cccc(Cl)c1Cl	13	0.1
COc1ccc(-c2cn(CC[C@H]3CC[C@@H](NC(=O)CCN4CCCCC4)[C@@H](CO)O3)nn2)cc1	-4	-0.3
COC(=O)CSc1nnc(-c2sc3ccccc3c2Cl)n1-c1ccc(OC)cc1	34	-0.4
O=C(CCCCCCC(=O)Nc1ccccc1O)N/N=C/c1ccc(-c2ccccc2)cc1	35	.

The results go on:
SMILES	PRC2 inh	IDH1 mut inh
COC(=O)C[C@@H]1C[C@H]2c3cc(NC(=O)C4CCOCC4)ccc3O[C@H]2[C@@H](CO)O1	-4	-0.1
CN(C)C(=O)C[C@@H]1C=C[C@@H](NC(=O)Nc2cccc(F)c2)[C@@H](CO)O1	6	-0.1
COc1ccc(C(=O)Nc2ccc3c(c2)C(=O)N(C)C[C@H](OC)[C@H](C)CN[C@@H](C)CO3)cc1	-6	0.0
CC(C)CC#Cc1cnc2c(c1)C(=O)N([C@@H](C)CO)C[C@@H](C)[C@@H](CN(C)Cc1ccccn1)O2	.	0.0
O=C(C[C@@H]1C[C@H]2c3cc(NC(=O)c4ccc5c(c4)OCO5)ccc3O[C@H]2[C@@H](CO)O1)NC1CCCC1	16	-0.1
CCCC#Cc1ccc2c(c1)O[C@H](CN(C)C(=O)C1CCC1)[C@H](C)CN([C@H](C)CO)S2(=O)=O	-15	.
COc1ccc(NC(=O)CN(C)S(=O)(=O)c2ccccc2)cc1OC	5	2.6
COc1cccc(NC(=O)N[C@@H]2CC[C@@H](CC(=O)NCc3ccncn3)O[C@H]2CO)c1	-17	-0.3
COc1ccc(OC)c(NS(=O)(=O)c2ccc(NC(=O)C3COc4ccccc4O3)cc2)c1 (centres undefined)	-9	-0.3
